Diaph act CS – diaphorase activation or chemical reduction counter-screen | activation factor at 20 µM | Diaphorase/resazurin coupled assay, resorufin fluorescence, 16 min; active compounds read high; 1 = vehicle wells, 0 = NADH-free wells | 0.005% of 190,000 active;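 active means diaphorase activity raised at least twofold by the compound at 20 µM; inactive means activation factor below 2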
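System – purified diaphorase enzyme from Clostridium kluyveri · Input – enzyme 0.07 U/mL final · Also added – final NADH 0.114 mM, resazurin 0.1 mM · Measured by – fluorescence of resorufin, 544 nm excitation, 590 nm emission · Timing – 16 min enzyme reaction, ambient temperature · Measure – resorufin increase flagging diaphorase activators or reducers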
PPARg SRC3 recr – PPARgamma-driven SRC-3 recruitment agonism | P37231 | biochemical PPARgamma/SRC-3 coactivator recruitment assay | activation, % at 8 µM | 0.26% of 200,000 active; in the data active means activation above about 23%;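 further: 0% = DMSO and 100% = reference agonist; some compounds past the cut are filed as inactive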
Target sequence (P37231 whole entry, looked up): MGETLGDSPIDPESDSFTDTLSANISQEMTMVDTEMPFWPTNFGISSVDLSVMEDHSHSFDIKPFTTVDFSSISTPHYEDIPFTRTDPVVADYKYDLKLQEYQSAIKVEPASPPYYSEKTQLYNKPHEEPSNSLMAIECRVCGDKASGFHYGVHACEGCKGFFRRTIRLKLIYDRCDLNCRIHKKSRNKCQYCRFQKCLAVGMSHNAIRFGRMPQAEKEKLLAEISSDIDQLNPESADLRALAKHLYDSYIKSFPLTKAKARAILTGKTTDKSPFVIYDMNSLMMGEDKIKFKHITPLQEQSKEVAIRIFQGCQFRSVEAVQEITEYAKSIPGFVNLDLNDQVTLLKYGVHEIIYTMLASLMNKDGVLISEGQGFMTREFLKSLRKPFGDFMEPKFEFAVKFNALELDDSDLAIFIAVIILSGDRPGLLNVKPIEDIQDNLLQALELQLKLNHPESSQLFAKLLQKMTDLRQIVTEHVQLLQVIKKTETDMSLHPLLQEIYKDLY
ROMK mod – modulators of human ROMK potassium channel; P48048; Tet-inducible ROMK, thallium flux fluorescence; actives lie on both sides; B-score at 10 µM; 2% of 130,000 active; AID 1918;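 active means signal ratio slope over the read window, or its plate-corrected B-score, at least 3 SD from the plate mean, either direction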;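 further: B-score of the F/F0 ratio slope over 7 to 12 s after thallium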
Target sequence (P48048 whole entry, looked up): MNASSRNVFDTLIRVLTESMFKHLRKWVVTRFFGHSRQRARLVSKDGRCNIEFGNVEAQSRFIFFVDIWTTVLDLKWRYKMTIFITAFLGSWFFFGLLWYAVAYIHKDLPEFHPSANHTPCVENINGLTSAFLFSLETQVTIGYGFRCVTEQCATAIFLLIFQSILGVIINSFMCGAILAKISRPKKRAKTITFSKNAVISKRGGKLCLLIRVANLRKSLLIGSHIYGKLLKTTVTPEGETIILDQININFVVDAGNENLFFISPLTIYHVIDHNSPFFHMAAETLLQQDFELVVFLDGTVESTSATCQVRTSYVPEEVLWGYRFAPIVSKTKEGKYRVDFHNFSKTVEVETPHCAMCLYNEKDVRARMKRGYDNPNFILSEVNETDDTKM
TR-FRET SRC-2 ct – TR-FRET artefact, counter-screen to PPARgamma/SRC-2 agonist assay. TR-FRET ratio at 8 µM. active compounds read high. 0.4% of 200,000 active; in the data active means TR-FRET ratio above about 2000; further: inactives centre near 1500
Diaph inh CS – diaphorase inhibition or chemical oxidation counter-screen | 0.69% of 190,000 active | diaphorase resazurin-to-resorufin fluorescence, NADH, 16 min; bacterial (C. kluyveri) enzyme, not human | inhibition, % at 20 µM | AID 1217;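 active means primary screen inhibition at 20 µM above a set limit, cut at about 50% in these data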;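 further: plate controls were DMSO with full reaction for no effect and wells lacking NADH for full effect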
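Assay system: diaphorase enzyme from Clostridium kluyveri. Quantity: enzyme working solution with 0.14 U/mL diaphorase. Schedule: reaction incubation of 16 min at room temperature. Technique: resorufin fluorescence, excitation 544 nm, emission 590 nm. Controls: No-NADH positive control and DMSO neutral control.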
PPARg SRC2 recr – promotes SRC-2 coactivator recruitment by human PPARgamma | activation, % at 8 µM | PPARgamma LBD-SRC-2 recruitment, biochemical | 0.34% of 200,000 active; in the data active means activation above about 22%;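 further: 0% = vehicle and 100% = reference agonist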
S1P3 antag – blocks the human S1P3 receptor | 0.27% of 170,000 active | AID 485 | CHO S1P3 NFAT-BLA reporter, FRET fluorescence, antagonist mode | inhibition, % at 4.98 µM;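 active means inhibition above the plate cutoff, the mean inhibition of test wells on that plate plus 3 SD, cut at about 28% in these data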;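 further: cells challenged with S1P at its EC80 of 0.8 µM; blue over green emission ratio from cleaved BLA substrate after 4 h stimulation; 0% = S1P-stimulated wells and 100% = unstimulated DMSO-only wells; some compounds past the cut are filed as inactive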
PMI act satM6P – PMI (human) activation, high substrate; P34949; coupled PMI enzyme assay, resazurin fluorescence, 20 min; active compounds read high; 1 = untreated enzyme, 0 = substrate-free blank; activation factor at 20 µM; 0.34% of 190,000 active;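 active means activation factor of 2 or more at 20 µM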
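Material: human phosphomannose isomerase with PGI, G6PDH, diaphorase coupling enzymes / Reagent: Man-6-P substrate 1.0 mM / Dosing: single compound dose of 20 µM, 1% DMSO final / Incubation: enzyme reaction with compound 20 min at room temperature / Signal: resorufin fluorescence (Ex 544/Em 590 nm) from resazurin via diaphorase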
PMI act – increases human mannose-6-phosphate isomerase activity; P34949; purified human PMI, coupled resazurin fluorescence, 20 min; active compounds read high; 1 = vehicle control, 0 substrate-free wells; activation factor at 20 µM; 0.005% of 190,000 active; AID 1214;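 active means activation factor of 2 or more at 20 µM, relative to plate controls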
PPARg SRC-1 ag – agonists of human PPARgamma SRC-1 coactivator recruitment; AID 631; P37231; 0.41% of 200,000 active; activation, % at 8 µM; PPARgamma-SRC-1 coactivator recruitment biochemical assay; in the data active means activation above about 19%;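 further: 0% = DMSO and 100% = reference agonist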
G6PDH counter – counter-screen for G6PDH assay hits: L. mesenteroides G6PDH inhibition; Purified L. mesenteroides G6PDH, diaphorase/resazurin coupled fluorescence, 45 min; inhibition, % at 5 µM; 0.12% of 200,000 active; in the data active means inhibition above about 50%
* = called active by the depositor; / = not tested or not shown.

SMILES	Diaph act CS	PPARg SRC3 recr	ROMK mod	TR-FRET SRC-2 ct	Diaph inh CS	PPARg SRC2 recr	S1P3 antag	PMI act satM6P	PMI act	PPARg SRC-1 ag	G6PDH counter
O=C(NCc1ccco1)c1ccc(Cn2c(=O)c3ccccc3n(Cc3ccc(Cl)cc3)c2=O)cc1	1	18.4	/	1629	0.0	12.7	/	1	0.8	10.7	1.0
Cc1ccccc1-n1c(=O)cc(N2CCN(Cc3ccccc3)CC2)[nH]c1=O	1.1	1.1	/	1727	-5.2	4.1	-41.0	1	0.9	5.2	28.0
CCC(=O)NC(=S)Nc1ccc(Cl)cn1	1	-3.2	/	1613	4.7	8.4	/	1.1	1.1	-5.5	7.3
COc1ccc(-n2nnnc2SCC#CCO)cc1	0.9	-12.8	0.0265	1566	5.0	8.7	11.6	1.1	1	1.7	9.3
CC1CC(C)CN(CCOc2ccc(Cl)cc2Cl)C1 (stereo not given)	0.9	1.8	-0.778	1554	12.0	6.5	/	1	1	5.3	1.1
Cc1ccc(S(=O)(=O)c2c(C)nn(C(C)(C)C)c2OC(=O)C2CCCC2)cc1	0.8	-5.5	/	1481	22.7	1.7	-1.5	0.9	0.8	2.6	4.7
COc1nc(Oc2ccc(=O)[nH]n2)nc(N2CCOCC2)n1	0.8	14.7	/	1783	17.6	1.4	2.5	0.9	0.8	4.0	4.9
O=C(Nc1ccccc1)N1CCCc2ccccc21	0.9	1.8	-0.0276	1383	6.3	-4.5	/	1	1	-2.5	10.3
COc1ccc(-c2nncnn2)cc1	0.8	6.6	/	1381	17.8	2.5	/	0.7	1	-1.2	4.6
CCOC(=O)C1CCCN(c2c(NCC3CCCO3)c(=O)c2=O)C1 (stereo not given)	0.8	-3.2	/	1516	17.0	-4.0	-4.7	0.9	0.9	-0.4	2.0
Cn1c(N)c(C#N)c2c(c1=S)COC(C)(C)C2	0.7	-1.7	1.76	1544	32.2	-1.0	/	1.5	1.2	0.1	12.2
O=C(COc1ccc(/C=N/NC(=O)c2ccccc2O)cc1)Nc1ccccc1	1.2	9.0	-0.567	1564	-20.0	13.5	-10.6	1.1	1.1	-2.4	-0.7
CCOc1cc2c(cc1OCC)C(c1ccc(OC)cc1)N(c1ccccc1)C(=O)C2 (stereo not given)	0.8	-0.4	/	1723	16.5	4.8	2.9	1	0.9	4.3	-7.5
O=C(CN(c1ccccc1)S(=O)(=O)c1ccccc1[N+](=O)[O-])NN=C1CCCCCCC1	0.9	7.3	0.102	1581	6.8	4.1	/	1	1	1.4	0.8
Cn1c(SCc2ccc(C#N)cc2Cl)nc2ccccc21	0.8	0.0	/	1505	22.2	-3.5	-38.2	0.9	1	2.4	5.2
CCn1c(=NC(=O)CSCC(=O)Nc2nccs2)sc2ccccc21	0.9	-3.2	-0.454	1592	14.6	1.7	/	1	1	1.3	1.2
CC1CCN(CCCCOc2ccc(Br)cc2)CC1	0.9	4.3	-1.3	1619	11.4	-0.3	9.1	1.1	1	-10.9	6.1
CNC(=S)Nc1ccc(Br)cc1	0.9	3.8	/	1480	9.2	5.7	-12.4	1.1	1.1	9.0	1.7
Cc1occc1C(=O)NNC(=O)COc1ccc(Br)cc1Br	1	-4.3	-0.532	1459	2.5	-9.2	-10.1	1.1	1.1	2.3	-0.8
Fc1ccc(C2=NN(c3ccccc3)C(c3ccco3)C2)cc1 (stereo not given)	1	9.5	-0.299	1427	-1.4	-3.8	-0.8	1.2	1.4	-1.2	3.7
Cc1cccc(C(=O)NC(NC(=S)Nc2ccc(S(N)(=O)=O)cc2)C(Cl)(Cl)Cl)c1 (stereo not given)	0.8	-3.4	-0.516	1595	19.7	-1.9	-9.1	0.8	0.8	0.9	14.5
CCCC(C(=O)c1ccccc1)n1cncn1 (stereo not given)	1	-1.1	/	1656	2.0	6.0	23.9	1.1	1	2.8	-5.9
COc1ccc2c(c1)nc(N)n2Cc1ccccc1	1.1	3.8	-3.04*	1780	-10.1	8.8	/	0.9	1.1	6.3	10.7
CC(=O)Nc1ccc(S(=O)(=O)Nn2cnnc2)cc1	0.9	3.2	-0.0629	1566	7.5	0.2	-21.9	1	1.1	4.5	10.0
CCS(=O)(=O)N1CCN(C(=O)c2cccnc2)CC1	0.9	-15.2	1.66	1335	9.1	-2.8	/	1	0.9	0.7	5.0

Quoted at random: 4 records from the list, in no set order.
SMILES	Diaph act CS	PPARg SRC3 recr	ROMK mod	TR-FRET SRC-2 ct	Diaph inh CS	PPARg SRC2 recr	S1P3 antag	PMI act satM6P	PMI act	PPARg SRC-1 ag	G6PDH counter
COc1nc(Oc2ccc(=O)[nH]n2)nc(N2CCOCC2)n1	0.8	14.7	/	1783	17.6	1.4	2.5	0.9	0.8	4.0	4.9
CNC(=S)Nc1ccc(Br)cc1	0.9	3.8	/	1480	9.2	5.7	-12.4	1.1	1.1	9.0	1.7
COc1ccc(-c2nncnn2)cc1	0.8	6.6	/	1381	17.8	2.5	/	0.7	1	-1.2	4.6
Fc1ccc(C2=NN(c3ccccc3)C(c3ccco3)C2)cc1 (stereo not given)	1	9.5	-0.299	1427	-1.4	-3.8	-0.8	1.2	1.4	-1.2	3.7

Further structures follow:
SMILES	Diaph act CS	PPARg SRC3 recr	ROMK mod	TR-FRET SRC-2 ct	Diaph inh CS	PPARg SRC2 recr	S1P3 antag	PMI act satM6P	PMI act	PPARg SRC-1 ag	G6PDH counter
Cc1ccc(-c2nnc(N3CCN(C(=O)COc4ccccc4)CC3)c3ccccc23)cc1	0.8	11.0	-2.36	1728	18.0	17.2	/	1	0.9	4.3	2.5
O=c1c2sccc2[nH]c(=S)n1Cc1ccccc1	0.8	2.2	1.12	1457	16.4	5.2	-18.8	1.1	1	-7.4	-0.9
CC(C)NC(=O)C1CCN(C2CCN(C(=O)c3cc4c(s3)CCCCC4)CC2)CC1	1	0.5	-0.572	1473	1.0	-4.3	3.7	1	1	10.9	11.2
COC(=O)Cn1c(=NC(=O)C2CC2)sc2c(C)cc(C)cc21	/	0.2	/	1642	/	4.0	17.2	/	/	8.1	/
COC(=O)Nc1ccc([N+](=O)[O-])cc1OC	0.9	3.6	/	1680	14.4	0.2	-3.9	0.9	0.9	-5.5	-8.8
C=CCC(Nc1ccco1)c1ccccc1 (stereo not given)	1	12.5	/	1484	4.8	5.0	-10.6	1.4	1.1	1.8	1.8
CCOC(=O)N1CCC(N(C(=O)Nc2ccc(Cl)c(Cl)c2)C(C)CC)CC1 (stereo not given)	0.7	3.0	/	1501	25.9	-6.1	15.5	0.8	0.8	4.2	-0.6
COCCN1C(=O)/C(=C/c2ccc(OCc3ccc(C(=O)O)cc3)c(OC)c2)SC1=Nc1ccccc1	0.8	8.7	-2.26	1456	17.7	-2.6	-1.5	0.9	0.8	4.4	1.9
COc1ccc(OCC(=O)N2c3ccc(C)cc3C3CN(C)CCC32)cc1 (stereo not given)	0.9	-3.3	0.0236	1597	5.8	0.6	-5.9	1	1	8.6	0.3
COc1ccccc1C/C(N)=N/OC(=O)c1ccco1	0.9	-1.1	0.841	1571	10.5	2.6	-0.6	1	0.9	-5.1	7.4
Nn1c(SCC(=O)Nc2nc3ccccc3s2)nncc1=O	0.9	2.0	0.502	1645	7.0	-3.0	-3.4	1.2	1	-0.8	6.8
CCOC(=O)c1c(C)[nH]c(C(=O)Cn2c(=O)c3c(ncn3CC)n(Cc3ccccc3)c2=O)c1C	0.7	-4.8	-0.551	1464	26.7	6.1	5.3	0.8	0.9	-3.8	0.7
O=C(CSc1ccccc1C(=O)NCc1ccccc1)NC1CCCCCCC1	0.9	3.0	/	1685	12.8	5.3	-9.3	0.9	0.8	5.5	5.3
CCN(CC)S(=O)(=O)c1ccc(Cl)c(NC(=O)COC(=O)c2cc(-c3ccccc3Cl)nc3ccccc23)c1	0.8	-3.4	-0.0362	1555	17.0	2.6	10.3	0.9	0.9	-4.1	8.6
Cc1cc(/C=N/O)c(C)n1-c1ccc(Br)cc1	0.9	1.1	0.146	1500	6.3	3.3	-8.3	1.5	1.4	0.8	3.9
Brc1cccc(OCCCCN2CCCCC2)c1	0.8	0.2	-2.38	1306	23.0	-3.2	8.3	0.9	0.9	-3.8	7.3
COCCn1c(=O)[nH]c(=O)c2c(C(F)(F)F)cc(-c3cccs3)nc21	0.9	2.0	/	1481	12.1	2.9	-6.7	1	0.9	-0.5	-7.0
CCNc1nc(NCC)n2c(SCC(=O)N(CC)C3CCCCC3)nnc2n1	0.8	-5.0	-0.192	1587	18.1	9.4	-7.9	1	0.9	1.7	-2.0
CC(C)C(=O)Nc1cccc2nsnc12	0.7	0.4	-0.116	1493	30.1	6.5	-26.8	0.7	1.2	1.0	12.9
CCn1c(CCNC(=O)c2ccc(Cl)cc2Cl)n[nH]c1=S	0.9	-3.6	/	1626	12.5	6.0	/	1	1	-2.4	0.4
CC(=O)c1cccc(NC(=O)Nc2ccc(C)cc2)c1	0.9	-2.1	0.0342	1279	13.5	-0.2	/	1	1	-3.1	-3.1
COc1ccc(S(=O)(=O)N(C)CC(=O)N2CCC(C)CC2)cc1Cl	1	6.9	0	1542	2.1	-5.4	17.4	1	0.9	-4.6	-2.3
Nc1c(O)ccc2c1C(=O)c1ccccc1C2=O	0.8	15.5	/	1796	24.3	18.1	9.1	0.9	0.9	12.7	-30.9
CC1CCC(C(C)C)C2=C1C(C#N)(C#N)C(C#N)(C#N)C(c1ccccc1)N2 (stereo not given)	0.7	3.3	/	1398	26.3	1.0	/	0.6	0.8	2.3	9.2
CC(C)C(NC(=O)c1ccccc1)c1nnc(SCC(=O)Nc2nccs2)n1C (stereo not given)	1	9.5	/	1728	4.1	3.0	/	1	1	9.5	2.5
CC(=O)NNc1cccc(Cl)n1	1	7.1	0.189	1541	0.0	2.6	/	1	0.9	3.2	15.3
CC1CCN(S(=O)(=O)c2cccc(C(=O)Nc3nccs3)c2)CC1	1	4.7	0.248	1417	0.1	4.8	-27.5	1	0.9	0.1	4.7
Cc1ccc(OC(=O)c2cccc(S(=O)(=O)N(C)C)c2)c(-n2nc3ccccc3n2)c1	1	9.8	-0.276	1390	3.9	-6.7	/	1	1	2.2	1.9
CC(C)C[C@@H](CN(C)N=O)N(C[C@H](Cc1ccccc1)N(CCc1ccccc1)N=O)N=O	0.6	-4.0	/	1558	35.9	-2.1	-1.0	0.9	0.9	2.7	12.3

ROMK mod: entries above that show a hit
mol	PPARg SRC3 recr	ROMK mod	PPARg SRC2 recr	S1P3 antag	PMI act satM6P	PMI act	PPARg SRC-1 ag
COc1ccc2c(c1)nc(N)n2Cc1ccccc1	3.8	-3.04*	8.8	/	0.9	1.1	6.3
